Screens from PubChem.
PKA-R2B activ – activators of human PKA-R2B complex; P22694+P31323; PKA-R2B holoenzyme dissociation, Cy5-IP20 fluorescence polarization; R2B truncated from residue 108, S112A mutant; 0% DMSO only, 100% 113 µM cGMP; activation, % at 11.4 µM; hit rate 0.079% among 340,000; AID 504700;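 active = activation above a cutoff set at the mean over all compounds plus 3 SD, cut at about 18% in these data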;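 note: higher means more holoenzyme dissociation and a rise in polarization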
Target sequence (P31323 whole entry, looked up, other chains not shown, the tested form may be a part): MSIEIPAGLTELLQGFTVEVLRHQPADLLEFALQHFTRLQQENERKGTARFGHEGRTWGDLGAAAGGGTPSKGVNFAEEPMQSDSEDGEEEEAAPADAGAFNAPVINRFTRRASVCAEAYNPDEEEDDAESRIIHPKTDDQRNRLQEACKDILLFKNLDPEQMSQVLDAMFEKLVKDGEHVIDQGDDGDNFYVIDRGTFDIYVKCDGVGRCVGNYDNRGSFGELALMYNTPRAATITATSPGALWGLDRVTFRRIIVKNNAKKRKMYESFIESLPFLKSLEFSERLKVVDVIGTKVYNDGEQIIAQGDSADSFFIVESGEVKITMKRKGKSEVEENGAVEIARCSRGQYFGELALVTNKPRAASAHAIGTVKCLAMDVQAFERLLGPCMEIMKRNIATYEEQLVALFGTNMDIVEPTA
PKA-R1A act – activators of PKA-R1A complex; activation, % at 11.4 µM; P00514+P68181; PKA-R1A dissociation, Cy5-IP20 fluorescence polarization; scaled: DMSO 0%, 113 µM cGMP 100%; hit rate 0.083% among 340,000;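 active = percent activation above the mean of all tested compounds plus 3 SD, cut at about 19% in these data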;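 note: higher means more PKAc released from R1A so a rise in polarization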
DSG3 Ab inh – blocks pemphigus antibody binding to human desmoglein-3; binding (percent of control), % at 10 µM; AID 588358; hit rate 0.48% among 310,000; DSG3-coupled beads, scFv-anti-DSG3-GFP binding, flow cytometry; stronger effect = lower value;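 active = binding more than 3 SD below its plate's average and above zero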; note: some compounds called inactive have numbers as strong as hits
DAGLB inhibitor – diacylglycerol lipase beta (human) inhibition; inhibition, % at 5.17 µM; Q8NCG7; AID 504411; hit rate 0.059% among 340,000; HEK293T DAGLB membrane lysate, EnzChek fluorogenic substrate; in the data active = inhibition above about 34%;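 note: 0% = enzyme with vehicle and 100% = wells lacking enzyme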
Arr AP2 block – blocks beta-arrestin peptide binding to AP2 adaptin; inhibition, % at 10 µM; FITC-arrestin peptide / GST-AP2 beads, flow cytometry; AP2 beta2 appendage carries R879A mutation; hit rate 0.31% among 340,000;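 active = inhibition above a set limit, near 3 SD of compounds lacking own fluorescence, cut at about 54% in these data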;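 note: plate controls were DMSO wells for no effect and 5 µM unlabelled arrestin peptide for full effect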
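System: GST-AP2 R879A glutathione beads | Also added: FITC-arrestin peptide, 50 nM | Times: 12 min plus 1 h, RT | Signal: Bead flow cytometry, FITC channel | Buffer or medium: PBS with 0.05% Tween 20 and 0.1% BSA | Read-out basis: Percent drop in bead-associated FITC signal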
V-ATPase pH – regulators of yeast V-ATPase proton transport; hit rate 0.37% among 350,000; S. cerevisiae, pHLuorin cytosolic pH fluorescence; AID 504577; response, % at 10 µM; in the data active = response mostly above about 7.3%, no sharp cut-off; inactive = mostly below about 5.4%; note: actives read high; inactives centre near 0; some compounds called inactive have numbers as strong as hits; reference of the scale not given here
MOR-DOR inv ag – inverse agonist of human OPRM1-OPRD1 heterodimerization | cell-based MOR-DOR heterodimer luminescence, inverse agonism | inhibition, % at 9.3 µM | hit rate 0.21% among 340,000 | AID 504357; in the data active = inhibition above about 22%, passing the limit was not always enough;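 note: 0% = cells with DMSO and 100% = wells without cells with DMSO; values of inactives mirror those of a sister screen read the other way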
OPRM1-OPRD1 ag – OPRM1-OPRD1 heterodimerization agonism; P35372+P41143; cells, luminescence; activation, % at 9.3 µM; hit rate 0.3% among 340,000; in the data active = activation above about 18%;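 note: 0% = vehicle-treated cells and 100% = reference agonist; values of inactives mirror those of a sister screen read the other way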
HTR5A inv ctr – inverse agonist of human HTR5A in OPRM1-OPRD1 counter-screen; hit rate 0.083% among 340,000; HTR5A cell line, luminescence, inverse agonism; P47898; inhibition, % at 9.3 µM; in the data active = inhibition mostly above about 23%, no sharp cut-off; inactive = mostly below about 18%;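 note: 0% = cells with DMSO and 100% = no-cell wells with DMSO; some compounds called inactive have numbers as strong as hits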
Target sequence (P47898 whole entry, looked up): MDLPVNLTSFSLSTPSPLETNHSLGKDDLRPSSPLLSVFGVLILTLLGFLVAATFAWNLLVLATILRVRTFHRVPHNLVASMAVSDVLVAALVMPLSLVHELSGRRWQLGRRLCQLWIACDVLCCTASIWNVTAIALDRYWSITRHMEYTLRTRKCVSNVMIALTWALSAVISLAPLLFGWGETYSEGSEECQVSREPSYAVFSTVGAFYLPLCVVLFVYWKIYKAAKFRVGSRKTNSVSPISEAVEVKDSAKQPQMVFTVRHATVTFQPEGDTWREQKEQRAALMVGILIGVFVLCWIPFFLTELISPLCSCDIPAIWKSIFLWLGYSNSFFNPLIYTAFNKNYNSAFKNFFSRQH
HTR5A ag ctr – activates human HTR5A in OPRM1-OPRD1 agonist counter-screen | AID 504692 | HTR5A agonist assay, luminescence, cell-based | hit rate 0.61% among 340,000 | activation, % at 9.3 µM | P47898; in the data active = activation mostly above about 9.5%, no sharp cut-off; inactive = mostly below about 7.6%;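 note: 0% = cells with vehicle only and 100% = reference agonist; strong numbers were not always called active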
* = called active by the depositor.

Screening N#Cc1c(C(F)(F)F)cc(=O)n2c1[nH]c1ccccc12 returned PKA-R2B activ 7.5, PKA-R1A act -6.3, DSG3 Ab inh 104.2, DAGLB inhibitor 4.3, Arr AP2 block -9.1, V-ATPase pH -3.3, MOR-DOR inv ag -2.9, OPRM1-OPRD1 ag 0.6, HTR5A inv ctr -23.5 and HTR5A ag ctr 6.3.
For C=CCN(C(=O)CNC(=O)c1ccco1)C(C(=O)NC1CCCCC1)c1ccc(F)cc1 (stereo unspecified) the results were PKA-R2B activ 2.8, PKA-R1A act 9.8, DAGLB inhibitor -1.0, Arr AP2 block 6.6, V-ATPase pH -1.6, MOR-DOR inv ag -0.6, OPRM1-OPRD1 ag 0.1, HTR5A inv ctr -22.6 and HTR5A ag ctr 3.6.
Screening Cc1ccc(S(=O)(=O)NCC(=O)NNC(=O)c2ccc(Br)cc2)cc1C returned PKA-R2B activ -12.0, PKA-R1A act -0.8, DSG3 Ab inh 122.2, DAGLB inhibitor -2.7, Arr AP2 block -9.9, V-ATPase pH 0.1, MOR-DOR inv ag 10.6, OPRM1-OPRD1 ag -2.0, HTR5A inv ctr 4.4 and HTR5A ag ctr -1.1.
Screening O=S(=O)(Nc1cccnc1Cl)c1ccc(F)cc1 returned PKA-R2B activ 5.8, PKA-R1A act 8.3, DSG3 Ab inh 111.2, DAGLB inhibitor 2.0, Arr AP2 block -0.1, V-ATPase pH -1.8, MOR-DOR inv ag 12.2, OPRM1-OPRD1 ag -2.3, HTR5A inv ctr 2.1 and HTR5A ag ctr -0.8.
For COc1cccc(-n2nnc3c(=O)n(CC(=O)N4CCC(Cc5ccccc5)CC4)cnc32)c1 the results were PKA-R2B activ -3.7, PKA-R1A act -16.0, DSG3 Ab inh 101.4, DAGLB inhibitor 3.4, Arr AP2 block 1.4, V-ATPase pH 4.1, MOR-DOR inv ag 5.6, OPRM1-OPRD1 ag -1.1, HTR5A inv ctr -19.5 and HTR5A ag ctr -1.4.
Screening Cc1cc(NC(=O)COC(=O)C2CCC(=O)N2)c([N+](=O)[O-])cc1C (stereo unspecified) returned PKA-R2B activ -2.4, PKA-R1A act -9.6, DSG3 Ab inh 115.0, DAGLB inhibitor -1.7, Arr AP2 block -5.7, V-ATPase pH -3.1, MOR-DOR inv ag -1.5, OPRM1-OPRD1 ag 0.3, HTR5A inv ctr 1.1 and HTR5A ag ctr -0.4.
`Cc1cccc(NC(=O)c2nc(-c3ccccc3)n(-c3ccccc3)n2)c1C` gave PKA-R2B activ -8.1, PKA-R1A act -6.7, DSG3 Ab inh 101.2, DAGLB inhibitor -9.3, Arr AP2 block 13.9, V-ATPase pH -0.6, MOR-DOR inv ag -14.2, OPRM1-OPRD1 ag 2.6, HTR5A inv ctr -5.7 and HTR5A ag ctr 1.6.
COc1ccc(OC)c(S(=O)(=O)NCCCn2ccnc2)c1 was read as PKA-R2B activ -12.1, PKA-R1A act -6.2, DSG3 Ab inh 94.0, DAGLB inhibitor -1.4, Arr AP2 block 19.4, V-ATPase pH 0.0, MOR-DOR inv ag 12.0, OPRM1-OPRD1 ag -2.4, HTR5A inv ctr 13.7 and HTR5A ag ctr 1.0.
Screening CCc1csc(CNC(=O)C2CCC(=O)N(Cc3cccc(OC)c3)C2)n1 (stereo unspecified) returned PKA-R2B activ 3.6, PKA-R1A act 4.6, DSG3 Ab inh 96.2, DAGLB inhibitor 1.9 and V-ATPase pH -1.5.
`O=C(CCn1c(=O)sc2ccccc21)Nc1cccnc1` gave PKA-R2B activ -4.1, PKA-R1A act -12.0, DSG3 Ab inh 83.5, DAGLB inhibitor 1.5, Arr AP2 block -3.4, V-ATPase pH -1.3, MOR-DOR inv ag 1.3, OPRM1-OPRD1 ag -0.2, HTR5A inv ctr 20.8 and HTR5A ag ctr -1.0.
`CC(OC(=O)c1nc(-c2ccccc2)n(-c2ccccc2)n1)C(=O)Nc1cc(Cl)cc(Cl)c1` (stereo unspecified) gave PKA-R2B activ -7.0, PKA-R1A act -2.8, DSG3 Ab inh 103.8, DAGLB inhibitor -5.5, Arr AP2 block -4.0, V-ATPase pH -0.3, MOR-DOR inv ag 11.1, OPRM1-OPRD1 ag -2.2, HTR5A inv ctr -14.9 and HTR5A ag ctr -1.7.
`Cc1ccc(CSCCNC(=O)/C=C/c2ccccc2Cl)cc1` gave PKA-R2B activ -5.1, PKA-R1A act -11.0, DSG3 Ab inh 99.3, DAGLB inhibitor -11.7, Arr AP2 block 34.1, V-ATPase pH 1.2, MOR-DOR inv ag 8.7, OPRM1-OPRD1 ag -1.6, HTR5A inv ctr -7.6 and HTR5A ag ctr 2.9.
Screening CCN(CC)CCN1C(=O)C(=O)/C(=C(/O)c2ccc(OC(C)C)cc2)C1c1ccncc1 (stereo unspecified) returned PKA-R2B activ 9.8, PKA-R1A act 2.4, DSG3 Ab inh 101.6, DAGLB inhibitor 0.6, Arr AP2 block 13.4, V-ATPase pH -0.2, MOR-DOR inv ag 1.5, OPRM1-OPRD1 ag -0.3, HTR5A inv ctr -3.2 and HTR5A ag ctr 1.3.
C[C@]1(C(=O)NCCc2c[nH]c3ccccc23)C=C[C@@H](Cc2ccccc2)N1C(=O)c1ccccc1 was read as PKA-R2B activ -12.2, PKA-R1A act -2.8, DSG3 Ab inh 102.9, DAGLB inhibitor -2.0, Arr AP2 block 10.1, V-ATPase pH 3.9, MOR-DOR inv ag -11.1, OPRM1-OPRD1 ag 1.9, HTR5A inv ctr -23.9 and HTR5A ag ctr 8.9.
For O=S(=O)(CCc1nc2ccccc2o1)c1ccc(Cl)cc1 the results were PKA-R2B activ -5.2, PKA-R1A act 1.0, DSG3 Ab inh 100.1, DAGLB inhibitor 0.6, Arr AP2 block 10.5, V-ATPase pH -0.6, MOR-DOR inv ag 1.9, OPRM1-OPRD1 ag -0.3, HTR5A inv ctr -9.3 and HTR5A ag ctr -3.9.
COc1cc2c3nnc(-c4ccc(F)cc4)c-3cn(Cc3cccc(F)c3)c2cc1OC was read as PKA-R2B activ 2.2, PKA-R1A act -1.8, DSG3 Ab inh 203.2, DAGLB inhibitor -4.2, Arr AP2 block -22.4, V-ATPase pH -0.1, MOR-DOR inv ag -108.2, OPRM1-OPRD1 ag 15.1, HTR5A inv ctr 19.2 and HTR5A ag ctr 3.4.
Screening O=C(O)COc1ccccc1/C=N/NC(=O)CSc1nnc(-c2ccc(Cl)cc2)n1C1CCCCC1 returned PKA-R2B activ -9.6, PKA-R1A act -12.0, DSG3 Ab inh 100.6, DAGLB inhibitor 2.9, Arr AP2 block -9.7, V-ATPase pH -4.5, MOR-DOR inv ag 2.9, OPRM1-OPRD1 ag -0.5, HTR5A inv ctr -9.8 and HTR5A ag ctr 3.4.
`CCOc1ccc(C2/C(=C(\O)c3ccc4c(c3)OCCO4)C(=O)C(=O)N2CCCn2ccnc2)cc1OC` (stereo unspecified) gave PKA-R2B activ -8.5, PKA-R1A act -8.2, DSG3 Ab inh 101.1, DAGLB inhibitor -1.2, Arr AP2 block -8.6, V-ATPase pH -2.8, MOR-DOR inv ag 16.4, OPRM1-OPRD1 ag -3.0, HTR5A inv ctr -21.1 and HTR5A ag ctr 4.8.
`CCc1ccc2c(COC(=O)C3CSC4(C)CCC(=O)N34)cc(=O)oc2c1` (stereo unspecified) gave PKA-R2B activ -2.6, PKA-R1A act 3.2, DAGLB inhibitor 2.0, Arr AP2 block 24.4, V-ATPase pH 1.3, MOR-DOR inv ag 10.6, OPRM1-OPRD1 ag -2.7, HTR5A inv ctr -4.8 and HTR5A ag ctr 1.9.
For NC(=O)c1ccccc1NC(=O)CCCCCn1nnc2ccccc2c1=O the results were PKA-R2B activ 4.6, PKA-R1A act 4.6, DSG3 Ab inh 107.7, DAGLB inhibitor -3.6, Arr AP2 block -2.6, V-ATPase pH 2.3, MOR-DOR inv ag 3.9, OPRM1-OPRD1 ag -0.8, HTR5A inv ctr 1.9 and HTR5A ag ctr -0.6.
Screening COc1ccc(NS(=O)(=O)c2cccc(C(=O)N/N=C/c3cccs3)c2)cc1 returned PKA-R2B activ 16.5, PKA-R1A act 0.9, DSG3 Ab inh 127.6, DAGLB inhibitor 1.3, Arr AP2 block 2.1, V-ATPase pH 0.0, MOR-DOR inv ag 21.2, OPRM1-OPRD1 ag -4.0, HTR5A inv ctr 4.5 and HTR5A ag ctr -2.0.
Screening Cc1ccc(C2=N/C(=C\N3CCCCC3)C(=O)O2)cc1 returned PKA-R2B activ -0.5, PKA-R1A act -8.9, DSG3 Ab inh 103.0, DAGLB inhibitor -1.2, Arr AP2 block 16.1, V-ATPase pH 0.1, MOR-DOR inv ag -4.9, OPRM1-OPRD1 ag 1.0, HTR5A inv ctr -0.2 and HTR5A ag ctr 0.1.
For CC1CCN(c2nc(N(C)c3ccccc3)nc(N)c2[N+](=O)[O-])CC1 the results were PKA-R2B activ -3.5, PKA-R1A act -3.6, DAGLB inhibitor -13.7, Arr AP2 block 22.0, V-ATPase pH -3.4, MOR-DOR inv ag -27.1, OPRM1-OPRD1 ag 5.5, HTR5A inv ctr -20.1 and HTR5A ag ctr -1.1.
`CCOC(=O)N1CCN(C(=O)CCc2c(C)nc3nc(C)nn3c2C)CC1` gave PKA-R2B activ -0.3, PKA-R1A act -2.8, DSG3 Ab inh 94.5, DAGLB inhibitor -2.3, Arr AP2 block 9.6, V-ATPase pH -4.9, MOR-DOR inv ag 9.1, OPRM1-OPRD1 ag -1.7, HTR5A inv ctr -10.5 and HTR5A ag ctr 3.2.
Cc1cc(NC(=O)c2ccc([N+](=O)[O-])cc2)n(CCC#N)n1 was read as PKA-R2B activ -1.1, PKA-R1A act 4.5, DSG3 Ab inh 113.4, DAGLB inhibitor 2.9, Arr AP2 block 17.8, V-ATPase pH 1.0, MOR-DOR inv ag -0.8, OPRM1-OPRD1 ag 0.2, HTR5A inv ctr -1.6 and HTR5A ag ctr 0.6.
`CC(C)(C)NC(=O)C(=O)NNC(=O)c1cccc(Br)c1` gave PKA-R2B activ -4.8, PKA-R1A act -10.2, DSG3 Ab inh 101.3, DAGLB inhibitor 1.9, Arr AP2 block -8.9, V-ATPase pH -0.3, MOR-DOR inv ag 1.1, OPRM1-OPRD1 ag -0.2, HTR5A inv ctr -20.6 and HTR5A ag ctr 2.9.
Cn1c(=O)cc(N)n(Cc2ccccc2)c1=O was read as PKA-R2B activ -3.3, PKA-R1A act -2.3, DAGLB inhibitor 2.4, Arr AP2 block -4.8, V-ATPase pH -0.2, MOR-DOR inv ag 18.5, OPRM1-OPRD1 ag -3.3, HTR5A inv ctr 8.0 and HTR5A ag ctr 1.3.
